Pf Dd2 inh: P. falciparum Dd2 growth inhibitors, primary screen, SYBR Green fluorescence, single dose replicates. 72 h; stronger effect = lower value. activity change, % at 10 µM. actives 2.3% (n = 94,000); in the data active = activity change below about -80%
C diff growth: C. difficile growth inhibitors, primary screen, HTS. Clostridium difficile clinical isolate growth, OD600, 24 h; stronger effect = lower value. growth activity, negative = inhibition, % at 16 µg/mL (by protocol). actives 0.25% (n = 86,000);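 active = mean growth activity at or below -80% and every replicate also at or below -80%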;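 note: 0% = DMSO wells and -100% = levofloxacin 16 µg/mL wells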
T cruzi growth: T. cruzi intracellular proliferation inhibitors, primary screen, cell-based, beta-gal Tulahuen parasites, NIH3T3 host, luminescence; T. cruzi beta-gal in NIH3T3, GalScreen luminescence, 90 h; inhibition, % at 8.34 µM; actives 5.9% (n = 77,000); AID 624255, 2012;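 active = mean inhibition above about 93%, with at least 55% of replicates each passing it, limit read from the data, passing the limit was not always enough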
KDM4C inh: inhibitors of GASC-1 (KDM4C) histone demethylase, primary screen, biochemical, single concentration HTS | Lysine-specific demethylase 4C (Homo sapiens), Q9H3R0 | GST-KDM4C 2-372, H3K9me3 peptide, LANCE TR-FRET | inhibition, % at 12.5 µM | actives 0.15% (n = 96,000);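 active = mean replicate inhibition above about 25%, with at least 55% of replicates also reaching it, limit read from the data, passing the limit was not always enough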
Target sequence (Q9H3R0 2-372 limits assumed): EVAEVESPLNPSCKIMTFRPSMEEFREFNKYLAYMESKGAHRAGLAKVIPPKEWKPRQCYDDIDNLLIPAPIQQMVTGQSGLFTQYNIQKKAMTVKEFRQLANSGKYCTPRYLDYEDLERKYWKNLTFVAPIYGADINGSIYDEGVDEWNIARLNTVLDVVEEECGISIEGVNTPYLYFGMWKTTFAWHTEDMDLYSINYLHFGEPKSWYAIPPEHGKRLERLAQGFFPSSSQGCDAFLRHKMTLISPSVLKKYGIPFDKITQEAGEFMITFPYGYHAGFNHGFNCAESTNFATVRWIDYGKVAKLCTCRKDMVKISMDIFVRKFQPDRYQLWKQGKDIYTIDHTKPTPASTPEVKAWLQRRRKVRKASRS
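System: N-terminal GST-fused human GASC-1 (KDM4C) fragment, residues 2-372 / Amount: 10 nM GST-KDM4C in enzyme reaction / Also added: H3K9me3 peptide with Fe(II)/2OG / Times: 30 min demethylation and 1 h detection at room temperature / Signal: LANCE TR-FRET / Read-out basis: Fall in 671/618 emission ratio as inhibition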
The depositor's hits bear a star; . = no result given; & = joins results of further samples.

mol	Pf Dd2 inh	C diff growth	T cruzi growth	KDM4C inh
Cc1noc(C)c1NC(=O)N[C@@H]1CC[C@@H](CC(=O)N2CCCCC2)O[C@@H]1CO	-4	5	6	0.8
Cc1ccc(S(=O)(=O)N[C@@H]2CC[C@@H](CCNS(=O)(=O)Cc3ccccc3)O[C@@H]2CO)cc1	-7	-2	13	-0.5
C[C@H](CO)N1C[C@H](C)[C@@H](CN(C)Cc2ccc(C(F)(F)F)cc2)Oc2c(NC(=O)NC3CCCCC3)cccc2C1=O	-11	2	54	4.2
C[C@@H](O)C#Cc1cnc2c(c1)C(=O)N([C@@H](C)CO)C[C@H](C)[C@@H](CN(C)CC1CCOCC1)O2	12	-4	.	0.9
Cc1cccc(S(=O)(=O)N[C@H]2CC[C@@H](CCNS(=O)(=O)c3ccccc3F)O[C@@H]2CO)c1	-17	.	-46	-0.4
C[C@@H]1CN([C@@H](C)CO)C(=O)c2cccc(NC(=O)c3nc4ccccc4s3)c2O[C@@H]1CN(C)CC1CCCCC1	-66	53	85	0.1
CC(C)NC(=O)Nc1cccc2c1O[C@@H](CN(C)S(C)(=O)=O)[C@@H](C)CN([C@H](C)CO)C2=O	11	0	28	0.9
C[C@@H]1CCCCO[C@@H](CN(C)C(=O)C2CCCCC2)[C@H](C)CN([C@H](C)CO)C(=O)c2cc(NC(=O)Nc3ccc(C(F)(F)F)cc3)ccc2O1	-50	12	100	-1.8
COc1cccc(-c2ccc([C@@H]3[C@@H](C#N)N(C(=O)Cc4ccncc4)[C@@H]3CO)cc2)c1	-46	8	75	-7.2
Cc1ccc(S(=O)(=O)Nc2ccc3c(c2)C(=O)N([C@H](C)CO)C[C@H](C)[C@@H](CN(C)Cc2ccncc2)OCCCC[C@@H](C)O3)cc1	5	.	-26	0.8
O=C(C[C@H]1CC[C@@H]2[C@H](COC[C@H](O)CN2C(=O)Nc2cccc(Cl)c2)O1)N1CCCCC1	2	31&4	-62	0.1
O=C(CN1CCOCC1)NCC[C@@H]1CC[C@H](NC(=O)c2ccc3c(c2)OCO3)[C@H](CO)O1	9	.	25	-0.7

Entries of single compounds, looked up by structure. Order of screens: Pf Dd2 inh | C diff growth | T cruzi growth | KDM4C inh
Shown for C[C@@H]1CCCCO[C@@H](CN(C)C(=O)C2CCCCC2)[C@H](C)CN([C@H](C)CO)C(=O)c2cc(NC(=O)Nc3ccc(C(F)(F)F)cc3)ccc2O1 : -50 | 12 | 100 | -1.8
Shown for O=C(CN1CCOCC1)NCC[C@@H]1CC[C@H](NC(=O)c2ccc3c(c2)OCO3)[C@H](CO)O1 : 9 | . | 25 | -0.7

New compounds follow.
mol	Pf Dd2 inh	C diff growth	T cruzi growth	KDM4C inh
Cc1noc(C)c1S(=O)(=O)Nc1ccc2c(c1)CC(=O)N([C@@H](C)CO)C[C@@H](C)[C@H](CN(C)C(=O)NC1CCCCC1)O2	-4	-1	-10	0.3
O=C(Cc1ccccn1)N1[C@@H]2CNc3ccccc3[C@@H]2[C@@H]1CO	-16	-4	19	0.8
Cc1noc(C)c1NC(=O)Nc1ccc2c(c1)CC(=O)N([C@@H](C)CO)C[C@H](C)[C@@H](CN(C)S(C)(=O)=O)O2	32	-9	21	0.0
COCC(=O)N1[C@H](C#N)[C@H](c2ccccc2-c2ccc(C)cc2)[C@H]1CO	7	10	.	-0.5
O=C(NCC[C@H]1CC[C@H](NC(=O)Nc2cc(F)ccc2F)[C@@H](CO)O1)Nc1ccc(Cl)cc1	1	7	-42	0.3
C[C@H](CO)N1C[C@H](C)[C@@H](CN(C)C(=O)NC2CCCCC2)Oc2ccc(NC(=O)Nc3ccc4c(c3)OCO4)cc2CC1=O	-25	-2	21	5.2
CC(C)NC(=O)Nc1ccc2c(c1)C(=O)N([C@H](C)CO)C[C@H](C)[C@@H](CN(C)CC1CCCCC1)O2	2	-2	-48	.
CCC(=O)N1CC2(C1)CN(Cc1ccccn1)[C@H](CO)c1[nH]c3cc(OC)ccc3c12	-56	4	.	-0.4
C[C@@H]1CCCCO[C@H](CN(C)Cc2ccncc2)[C@H](C)CN([C@H](C)CO)C(=O)c2cc(NC(=O)Nc3cccc4ccccc34)ccc2O1	-6	-2	88	-2.6
C[C@H]1CN([C@@H](C)CO)C(=O)c2cc(NC(=O)CCC(F)(F)F)ccc2O[C@@H]1CN(C)Cc1ccc2c(c1)OCO2	3	0	-1	0.2
COCC(=O)Nc1ccc2c(c1)[C@@H]1C[C@H](CC(=O)NCc3ccccn3)O[C@@H](CO)[C@@H]1O2	12	-1	-13	0.9
CCC(=O)N1CCCCN2[C@H](CO)[C@@H](c3ccc(/C=C/c4ccccc4)cc3)[C@@H]2C1	8	9	63	-1.3

Among those listed so far, these contain fluorine.
mol	Pf Dd2 inh	C diff growth	T cruzi growth	KDM4C inh
C[C@H](CO)N1C[C@H](C)[C@@H](CN(C)Cc2ccc(C(F)(F)F)cc2)Oc2c(NC(=O)NC3CCCCC3)cccc2C1=O	-11	2	54	4.2
Cc1cccc(S(=O)(=O)N[C@H]2CC[C@@H](CCNS(=O)(=O)c3ccccc3F)O[C@@H]2CO)c1	-17	.	-46	-0.4
C[C@@H]1CCCCO[C@@H](CN(C)C(=O)C2CCCCC2)[C@H](C)CN([C@H](C)CO)C(=O)c2cc(NC(=O)Nc3ccc(C(F)(F)F)cc3)ccc2O1	-50	12	100	-1.8
O=C(NCC[C@H]1CC[C@H](NC(=O)Nc2cc(F)ccc2F)[C@@H](CO)O1)Nc1ccc(Cl)cc1	1	7	-42	0.3
C[C@H]1CN([C@@H](C)CO)C(=O)c2cc(NC(=O)CCC(F)(F)F)ccc2O[C@@H]1CN(C)Cc1ccc2c(c1)OCO2	3	0	-1	0.2

Remaining list, next part.
mol	Pf Dd2 inh	C diff growth	T cruzi growth	KDM4C inh
C[C@H]1CN([C@@H](C)CO)C(=O)c2cccc(NC(=O)C3CC3)c2O[C@@H]1CN(C)Cc1ccc2c(c1)OCO2	-40	3	34	0.6
CS(=O)(=O)N1C[C@H](O)COC[C@@H]2O[C@H](CC(=O)NCc3ccc(-c4ccccc4)cc3)CC[C@H]21	1	-2	29	-0.6
C[C@@H]1CN([C@H](C)CO)C(=O)c2cc(NC(=O)NC3CCCCC3)ccc2O[C@@H](C)CCCCO[C@H]1CN(C)C(=O)c1ccncc1	28	-10	93	1.0
Cc1noc(C)c1S(=O)(=O)Nc1ccc2c(c1)C(=O)N([C@H](C)CO)C[C@@H](C)[C@@H](CN(C)C(=O)Nc1ccc(F)cc1)O2	43	.	28	-0.4
COc1ccc(NC(=O)N(C)C[C@H]2Oc3ccc(NC(=O)Nc4cccc5ccccc45)cc3CC(=O)N([C@H](C)CO)C[C@H]2C)cc1	25	-2	0	0.7
Cn1cnc(CCNC(=O)C[C@H]2CC[C@@H]3[C@H](COC[C@H](O)CN3C(=O)Nc3ccc(F)cc3)O2)c1	0	.	-6	0.2
C[C@@H]1CN([C@@H](C)CO)S(=O)(=O)c2ccc(C#CC3CC3)cc2O[C@@H]1CN(C)C(=O)c1ccccc1	-17	-3	94	-1.7
C[C@H]1CN([C@@H](C)CO)C(=O)CCCn2nncc2CO[C@H]1CN(C)Cc1cccc2c1OCCCO2	-6	.	6	1.9
C[C@@H]1CN([C@H](C)CO)C(=O)c2cccc(NC(=O)C3CC3)c2O[C@@H]1CN(C)S(C)(=O)=O	8	1	-81	1.0
C[C@@H]1CN([C@H](C)CO)C(=O)c2cc(NS(=O)(=O)c3ccc(Cl)cc3)ccc2O[C@H]1CN(C)Cc1ccc(C(=O)Nc2ccccc2N)cc1	-72	-1	.	-3.4
Cc1noc(C)c1S(=O)(=O)Nc1ccc2c(c1)C(=O)N([C@@H](C)CO)C[C@H](C)[C@H](CN(C)Cc1ccncc1)O2	0	-2	34	0.8
C[C@H]1CCCCO[C@@H](CN(C)C(=O)CCCN(C)C)[C@@H](C)CN([C@@H](C)CO)C(=O)c2cc(NS(=O)(=O)c3ccc(F)cc3)ccc2O1	1	-2	.	2.2

Following part
mol	Pf Dd2 inh	C diff growth	T cruzi growth	KDM4C inh
C[C@@H]1CN([C@@H](C)CO)C(=O)c2cc(NS(=O)(=O)c3cccs3)ccc2O[C@H]1CN(C)S(=O)(=O)c1ccccc1	-10	-5	60	0.8
O=C(C[C@@H]1C[C@H]2c3cc(NC(=O)NC4CCCC4)ccc3O[C@H]2[C@H](CO)O1)NCc1ccc(-c2ccccc2)cc1	-19	-4	100*	-1.0
Cc1noc(C)c1S(=O)(=O)Nc1ccc2c(c1)C(=O)N([C@H](C)CO)C[C@@H](C)[C@H](CN(C)S(=O)(=O)c1ccccc1)OCCCC[C@@H](C)O2	-69	-6	42	1.1
C[C@H](CO)N1C[C@H](C)[C@H](CN(C)S(=O)(=O)c2ccc(F)cc2)Oc2ncc(C#CC(C)(C)O)cc2C1=O	2	2	2	-0.8
Cc1ccccc1S(=O)(=O)N1CC(=O)N2[C@H](CO)[C@H](c3ccc(C#CCC4CCCC4)cc3)[C@H]2C1	-78	-5	.	0.5
C[C@H](CO)N1C[C@H](C)[C@@H](CN(C)Cc2ccc(C(=O)O)cc2)OCCCC[C@H](C)Oc2ccc(NC(=O)NC3CCCCC3)cc2C1=O	21	-3	-12	2.7
COc1ccc(S(=O)(=O)Nc2ccc3c(c2)C(=O)N([C@H](C)CO)C[C@H](C)[C@H](CN(C)C(=O)Nc2cccc4ccccc24)OCCCC[C@H](C)O3)cc1	-23	0	49	-2.3
CCCNC(=O)N1CC2(C1)CN(C(C)=O)[C@H](CO)c1[nH]c3cc(OC)ccc3c12	-56	-7	.	0.2
C[C@@H]1CN([C@H](C)CO)C(=O)Cc2cc(NC(=O)CCCCCC(=O)Nc3ccccc3N)ccc2O[C@@H]1CN(C)CC1CC1	-14	-5	72	0.1
C[C@H]1CN([C@@H](C)CO)C(=O)Cc2cc(NC(=O)Nc3ccccc3)ccc2O[C@@H]1CN(C)Cc1ccc(Cl)c(Cl)c1	-11	18	80	1.3
C[C@H](CO)N1C[C@H](C)[C@@H](CN(C)Cc2ccccn2)Oc2cc(C#C[C@@H](C)O)ccc2S1(=O)=O	-28	6	-8	-0.6
COc1ccc(NC(=O)N[C@@H]2CC[C@H](CCNC(=O)CN3CCOCC3)O[C@H]2CO)cc1	26	3	-42	-0.3

Some of these compounds in order of heavy-atom count, falling:
mol	Pf Dd2 inh	C diff growth	T cruzi growth	KDM4C inh
C[C@@H]1CN([C@H](C)CO)C(=O)Cc2cc(NC(=O)CCCCCC(=O)Nc3ccccc3N)ccc2O[C@@H]1CN(C)CC1CC1	-14	-5	72	0.1
Cc1ccccc1S(=O)(=O)N1CC(=O)N2[C@H](CO)[C@H](c3ccc(C#CCC4CCCC4)cc3)[C@H]2C1	-78	-5	.	0.5
C[C@H](CO)N1C[C@H](C)[C@@H](CN(C)Cc2ccccn2)Oc2cc(C#C[C@@H](C)O)ccc2S1(=O)=O	-28	6	-8	-0.6

The results go on:
mol	Pf Dd2 inh	C diff growth	T cruzi growth	KDM4C inh
CCCNC(=O)N(C)C[C@@H]1Oc2ncc(C3=CCCCC3)cc2C(=O)N([C@H](C)CO)C[C@H]1C	4	8	37	0.6
C[C@H](O)C#Cc1ccc2c(c1)O[C@@H](CN(C)C(=O)C1CCCCC1)[C@H](C)CN([C@@H](C)CO)S2(=O)=O	-41	-3	68	0.6
CC(C)CC#Cc1ccc2c(c1)O[C@@H](CN(C)S(=O)(=O)c1cccc(F)c1)[C@@H](C)CN([C@H](C)CO)S2(=O)=O	-4	19	120*	-0.5
CNC[C@H]1Oc2ccc(NS(=O)(=O)c3cn(C)cn3)cc2C(=O)N([C@H](C)CO)C[C@H]1C	9	-3	4	0.2
COc1ccc(C(=O)Nc2ccc3c(c2)C(=O)N(C)C[C@H](OC)[C@@H](C)CN(C(C)=O)[C@@H](C)CO3)cc1	8	.	22	0.3
Cc1cccc(-c2ccc([C@@H]3[C@@H]4CN(C(=O)CN(C)C)C[C@H]3N4)cc2)c1	-85*	29	.	-3.1
CN(C)C(=O)c1ccc(-c2ccc3c(c2)[C@@H]2[C@@H](CCN2S(=O)(=O)c2ccccc2)[C@@H](CO)N3)cc1	-18	-16	47	0.0
CCN1[C@@H]2c3ccc(/C=C/c4ccccc4)c(=O)n3C[C@@H]2[C@@H](CO)[C@@H]1C(=O)N(C)C	-3	20	0	2.9
CNC(=O)C[C@@H]1CC[C@H]2[C@H](COc3ccc(NC(=O)c4ccc5c(c4)OCO5)cc3C(=O)N2C)O1	-1	3	75	-1.9
CO[C@@H]1CC[C@H]2CCOc3ccc(C#N)cc3C(=O)N(C)C[C@@H](c3ccccc3)CC(=O)N(C)C[C@@H]1O2	.	-2	-2	0.5
CNC[C@@H]1Oc2ccc(NS(=O)(=O)c3ccccc3)cc2C(=O)N([C@@H](C)CO)C[C@@H]1C	16	2	.	-0.5
C[C@@H]1CN([C@H](C)CO)C(=O)Cc2cc(NC(=O)Cc3ccccc3)ccc2O[C@@H]1CN(C)C(=O)Nc1ccc(F)cc1	6	9&-1	.	-2.0
O=C(C[C@@H]1C[C@@H]2c3cc(NC(=O)C4CCC4)ccc3O[C@@H]2[C@H](CO)O1)NC1CCCCC1	4	.	-12	5.1
